# CSM14.1 death rescue: rescue of cells from ER stress-induced death, primary screen, 384-well, CSM14.1, thapsigargin, ATP luminescence (AID 1222); 190,000 tested, under 10 active; CSM14.1 thapsigargin-induced death rescue, ATP luminescence; higher % means a stronger effect; cellular ATP content (survival), % at 20 µM, or EC50 in µM where a hit was titrated;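 active = EC50 below 50 µM in the dose-response confirmation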;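 note: death triggered by thapsigargin at about 15 µM added after 2 h compound pretreatment; cell ATP read after overnight thapsigargin exposure of roughly 18 to 22 hours; normalized against plate controls of thapsigargin alone and 5% DMSO vehicle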
# SV40 large T antigen: SV40 large T antigen inhibitors, biochemical (AID 1903) | SV40 large T antigen ATPase/helicase inhibition assay; higher % means a stronger effect | inhibition, % at 20 µM, or IC50 in µM where a hit was titrated | 0.39% of 310,000 active; in the data active = a potency from the dose series; inconclusive = inhibition mostly from about 32% at the one dose, without a potency; inactive = the rest, 99 in 100 with inhibition below about 32%; note: strong numbers were not always called active
# Rac1 GTP hydrolysis: MgcRacGAP GTPase-activating activity inhibitors, confirmation, biochemical, ADP Hunter fluorescence | MgcRacGAP-stimulated Rac1 GTP hydrolysis, ADP Hunter fluorescence; higher % means a stronger effect; GST-tagged Rac1 F28L mutant substrate | 0.6% of 340,000 active | one-dose inhibition, % at 30 µM; IC50 in µM for titrated hits;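 active = first-screen hits whose inhibition reached a set limit at any dose in the follow-up dose series; inconclusive = inhibition above the set first-screen limit but never retested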;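 note: fluorescence reports GDP produced by GAP-driven GTP hydrolysis; strong numbers were not always called active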
# West Nile virus CPE: West Nile virus antiviral activity, cell-based, CPE readout (AID 1621); one-dose CPE inhibition, % at 10 µM; IC50 in µM for titrated hits; 0.02% of 290,000 active; West Nile virus-infected cells, CPE inhibition; higher % means a stronger effect; in the data active = a potency from the dose series; inconclusive = CPE inhibition mostly from about 3.7% at the one dose, without a potency; inactive = the rest, 99 in 100 with CPE inhibition below about 2.2%; note: strong numbers were not always called active
# LYP phosphatase: inhibitors of LYP phosphatase, biochemical, fluorescence intensity, uHTS (AID 1779). Tyrosine-protein phosphatase non-receptor type 22 (Homo sapiens). recombinant LYP phosphatase, fluorescence intensity; higher % means a stronger effect. one-dose inhibition, % at 11.5 µM; IC50 in µM for titrated hits. 0.054% of 290,000 active; in the data active = inhibition above about 50%;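 note: plate controls were vehicle with enzyme for no effect and no enzyme for full effect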
# RSV antiviral HEp-2: RSV antiviral activity via CPE protection, HEp-2 cells, primary 10 µM value included (AID 2391); HEp-2 cells, RSV-induced CPE inhibition; higher % means a stronger effect; CPE inhibition, % at 10 µM, or IC50 in µM where a hit was titrated; 0.13% of 310,000 active; in the data active = a potency from the dose series; inconclusive = CPE inhibition mostly from about 23% at the one dose, without a potency; inactive = the rest, 99 in 100 with CPE inhibition below about 21%; note: strong numbers were not always called active
# GPR35 antagonists: GPR35 antagonists blocking zaprinast-driven arrestin recruitment, primary screen, imaging, U2OS, beta-arrestin-GFP, zaprinast agonist (AID 2058); U2OS GPR35 beta-arrestin-GFP translocation imaging, zaprinast antagonism; higher % means a stronger effect; 0.052% of 290,000 active; G-protein coupled receptor 35 (Homo sapiens); one-dose inhibition, % at 10 µM; IC50 in µM for titrated hits;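 active = inhibition of at least 50% with at least 30 cells and total cytoplasm GFP at most 10,000,000; inconclusive = under 30 cells or total GFP of 10,000,000 plus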
# PhoP inhibition: inhibitors of PhoP regulon expression, primary screen, Salmonella Typhimurium, GFP reporter (AID 1863) | S. Typhimurium PhoP-regulated promoter GFP reporter, 4 h; higher % means a stronger effect | 0.16% of 300,000 active | inhibition, % at 50 µM; hits with a dose series show IC50 in µM;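 active = inhibition over 29.93%, a cutoff 3 SD above the screen mean, later confirmed by dose response; inconclusive = inhibition over 29.93% but no dose response follow-up; inactive = inhibition at most 29.93% or unconfirmed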;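 note: 0% = low Mg2+ inducing control and 100% = high Mg2+ repressing control; strong numbers were not always called active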
# NS5 inhibitors: Dengue-2 NS5 methyltransferase inhibitors, primary screen, biochemical, confirmation dose response (AID 588689) | Genome polyprotein (Dengue virus type 2 (strain 16681-PDK53)) | Dengue-2 NS5 methyltransferase capping enzyme assay, biochemical; higher % means a stronger effect | inhibition, % at 25 µM, or IC50 in µM where a hit was titrated | 0.3% of 340,000 active; in the data active = a potency from the dose series; inconclusive = inhibition above about 29% without an active follow-up result
# NS5 inhibitors pilot replicate: second read-out of NS5 inhibitors, no call of its own (marks repeat the call); inhibition, %; measured here: pilot screen replicate inhibition
# * marks the source's active call; other numbers are inactive results; ? = inconclusive; · = not tested or not shown.
SMILES,CSM14.1 death rescue,SV40 large T antigen,Rac1 GTP hydrolysis,West Nile virus CPE,LYP phosphatase,RSV antiviral HEp-2,GPR35 antagonists,PhoP inhibition,NS5 inhibitors,others
CCOc1ccc(N(CC(=O)NCCSCc2ccco2)S(=O)(=O)c2ccc(C)cc2)cc1,·,3%,7%,-0.1%,4%,1.2%,-6%,-8%,-6%,
Cc1ccc(-n2ncc3c2CC(C)(C)CC3NC(=O)CCc2cnn(C)c2)cc1 (stereo not drawn),·,27%,-3%,0.5%,-1%,1.3%,-6%,-7%,-2%,
COc1ccc(CCN2CC(C(=O)NCCc3ccc(C)cc3)CC2=O)cc1OC (stereo not drawn),-0.7%,17%,-8%,-0.5%,-5%,0.0%,-3%,1%,-8%,
CCOC(=O)CSc1nc2cc(S(=O)(=O)Nc3ccccc3OC)ccc2o1,1.4%,5%,6%,0.1%,-1%,·,-14%,6%,1%,
CN(C)CCCn1c(SCC(=O)Nc2nccs2)nnc1-c1ccncc1,·,5%,4%,0.8%,0%,1.0%,1%,-5%,2%,
Cc1ccccc1-c1nc(CS(=O)CC(=O)NCCCN(C)c2ccccc2)c(C)o1 (stereo not drawn),1.4%,-1%,5%,-1.4%,6%,?,16%,2%,-2%,
COc1c[nH]n(C2CCCCC2)c(=O)c1=O,1.6%,9%,11%,0.8%,-4%,3.8%,-3%,0%,-2%,
CC12CCC(=O)N1C(C(=O)Nc1nc3ccc(S(C)(=O)=O)cc3s1)CS2 (stereo not drawn),·,4%,6%,-0.6%,-11%,1.9%,0%,0%,7%,
COCC(=O)n1nc(-c2ccccc2)nc1NCc1ccc(F)cc1,-1.9%,7%,10%,0.0%,-8%,0.5%,-2%,-2%,-3%,
N=c1n(CCN2CCCCC2)c2ccccc2n1CC(O)c1cccc(Br)c1 (stereo not drawn),-7.2%,2%,-3%,1.6%,-4%,-4.7%,14%,3%,16%,
Cc1nn(-c2ccccc2)c(NC(=O)c2cccs2)c(-c2ccc(Cl)cc2)c1=O,-2.8%,1%,-6%,-0.4%,12%,3.1%,7%,-3%,-2%,
Cc1ccc(C(C#N)c2ccc(Cl)nn2)cc1 (stereo not drawn),0.4%,11%,0%,-0.1%,-3%,-1.6%,8%,7%,·,
O=C(NC1CCCCC1)C(c1ccco1)N(C(=O)c1csnn1)c1cccc(F)c1 (stereo not drawn),·,4%,2%,-0.3%,-12%,-0.5%,-2%,9%,-6%,
COC(=O)c1c(NC(=O)CN2C(=O)NC(CCc3ccccc3)C2=O)sc2c1CCCCC2 (stereo not drawn),0.1%,17%,10%,-0.7%,6%,5.8%,16%,-10%,-6%,
NC(=O)c1nn(-c2ccccc2)nc1NC(=O)CSc1nnnn1-c1ccc(Cl)cc1,5.4%,3%,7%,-1.1%,6%,1.8%,-20%,-3%,-4%,
CCCC/C(=N\NC(=O)c1ccc(Br)o1)c1ccccc1,-1.5%,0%,-1%,-0.6%,-10%,0.3%,11%,-7%,-1%,
CCOC(=O)C1(CCCc2ccccc2)CCN(S(C)(=O)=O)CC1,·,-10%,4%,-1.2%,-3%,7.3%,10%,6%,-2%,NS5 inhibitors pilot replicate=-0.6
CCOC(=O)C1CCCN(C(=O)CN2C(=O)c3ccccc3C2=O)C1 (stereo not drawn),-2.5%,6%,3%,-0.2%,-8%,-1.5%,-7%,-8%,-9%,NS5 inhibitors pilot replicate=-6.2
Nc1o[nH]c(=O)c1Cc1ccccc1,·,·,4%,-0.1%,-3%,·,7%,-1%,-1%,
COc1ccc(CN(C)CC(=O)Nc2ccc(Cl)cc2C(F)(F)F)c(OC)c1,-0.3%,6%,84µM*,-1.6%,-1%,1.8%,10%,15%,-6%,
CCOc1cc(-c2nnc(-c3ccco3)o2)cc(OCC)c1OCC,1.0%,6%,12%,?,-3%,0.3%,-5%,-5%,-6%,
Cc1cccc(C)c1NC(=O)c1c(-c2ccccc2)noc1C,0.8%,-2%,-6%,-0.1%,-5%,-0.9%,10%,2%,1%,
COc1ccc(CCNC(=O)c2c(C)noc2C)cc1,-0.4%,-3%,0%,-0.1%,-8%,0.7%,-8%,12%,1%,
Cc1ccc(C)c(N2N=C(C(=O)Nc3ccccc3N3CCCC3)CCC2=O)c1,·,12%,6%,0.3%,-4%,18%,0%,1%,-6%,
Clc1ccc(/C=C/c2nc3ccccc3[nH]2)cc1,-9.8%,-2%,9%,-1.4%,-5%,12%,-1%,18%,-6%,NS5 inhibitors pilot replicate=-7.0
COc1ccc(CSc2nc3nc(C)cc(C)n3n2)cc1F,·,14%,7%,0.4%,-8%,2.5%,5%,-3%,3%,
Cc1ccc(NCc2nnc(SCC(=O)NCCc3ccccc3)n2C)cc1,1.2%,5%,9%,-0.5%,-2%,·,5%,-4%,-1%,
Cc1c(C(=O)N2CCc3ccccc32)cnn1C,-4.0%,20%,5%,-0.1%,1%,0.5%,-19%,-2%,0%,
COC(=O)c1ccc(NC(=O)CN(C)Cc2cccc(F)c2)cc1,3.1%,9%,-1%,-0.6%,-3%,1.5%,-3%,0%,-6%,
N/C(=N\OC(=O)CC1CCCCC1)c1ccccc1,-0.9%,1%,1%,0.0%,-5%,4.2%,·,-12%,4%,

# Sorted by length of the SMILES (lowest first): some entries from above
SMILES,CSM14.1 death rescue,SV40 large T antigen,Rac1 GTP hydrolysis,West Nile virus CPE,LYP phosphatase,RSV antiviral HEp-2,GPR35 antagonists,PhoP inhibition,NS5 inhibitors,others
Clc1ccc(/C=C/c2nc3ccccc3[nH]2)cc1,-9.8%,-2%,9%,-1.4%,-5%,12%,-1%,18%,-6%,NS5 inhibitors pilot replicate=-7.0
COc1ccc(CSc2nc3nc(C)cc(C)n3n2)cc1F,·,14%,7%,0.4%,-8%,2.5%,5%,-3%,3%,
Cc1ccc(NCc2nnc(SCC(=O)NCCc3ccccc3)n2C)cc1,1.2%,5%,9%,-0.5%,-2%,·,5%,-4%,-1%,

# Additional records:
SMILES,CSM14.1 death rescue,SV40 large T antigen,Rac1 GTP hydrolysis,West Nile virus CPE,LYP phosphatase,RSV antiviral HEp-2,GPR35 antagonists,PhoP inhibition,NS5 inhibitors,others
Cc1ccc(C)c(N(C(=O)c2csnn2)C(C(=O)NC2CCCCC2)c2ccccn2)c1 (stereo not drawn),·,4%,7%,-0.7%,-4%,1.5%,-3%,1%,-6%,
CS(=O)(=O)c1ccc(CNC(=O)C2(C(F)(F)F)C/C(=C\Cc3ccccc3)CCCO2)cc1 (stereo not drawn),·,2%,3%,-0.3%,·,0.1%,·,6%,-10%,
CCn1c2ccc(F)cc2c2nnc(SCCN3CCOCC3)nc21,·,6%,13%,-0.5%,-7%,?,-1%,-1%,-11%,
CC(C)(C)N1C(=O)[C@H]2[C@@H](c3ccc(Br)cc3)N3C(=O)N(c4ccccc4)C(=O)[C@@]3(C)[C@H]2C1=O,·,16%,4%,-1.0%,-12%,2.5%,17%,4%,-2%,
O=C(/C=C/c1ccccc1Cl)NC(=S)Nc1ccccc1C(=O)NC1CCCCC1,-1.2%,-2%,15%,-0.4%,-7%,3.8%,2%,11%,0%,
COc1ccc(CCNS(=O)(=O)c2ccc3oc(C(=O)O)c(C)c3c2)cc1OC,-1.4%,-3%,12%,0.5%,0%,1.9%,-1%,4%,-3%,
O=C(N/N=C/c1cn(-c2ccccc2)nc1-c1cccs1)c1ccc(Cl)cc1,0.5%,5%,5%,-0.2%,-1%,?,1%,24%,-4%,
CCN(C(=O)COC(=O)c1c(C)nn(-c2ccccc2)c1C)C1CCS(=O)(=O)C1 (stereo not drawn),-1.2%,8%,2%,-0.4%,3%,-0.2%,2%,-4%,-6%,
Cc1cc(O)c(C(=O)/C=C/c2cccc([N+](=O)[O-])c2)c(=O)o1,·,10%,14%,-0.3%,7%,?,-8%,-5%,0%,
Cn1c(N)c(C(=O)CSc2nc3ccccc3c(=O)n2Cc2ccccc2)c(=O)n(C)c1=O,·,14%,12%,1.2%,-9%,1.9%,-4%,-14%,5%,
COc1ccc(N2CCN(C(=O)c3ccc(NS(=O)(=O)c4cccs4)cc3)CC2)cc1,-10%,4%,4%,-1.7%,-2%,2.6%,13%,6%,·,
CN(Cc1ccccc1)C(=O)C1CCCN1S(=O)(=O)c1ccc2c(c1)n(C)c(=O)c(=O)n2C (stereo not drawn),·,5%,9%,-0.1%,-4%,0.7%,3%,1%,5%,
O=C(CCCC(=O)N(CC(=O)NC1CCCCC1)c1ccc(F)cc1)Nc1ccccn1,·,6%,3%,-0.1%,-3%,1.0%,-6%,3%,-7%,
COCCn1c(=S)[nH]c2cc(C(=O)N3CCc4ccccc4C3)ccc2c1=O,-1.5%,7%,6%,-0.5%,-7%,2.3%,2%,4%,-7%,
O=C(NCc1ccc2c(c1)OCO2)C(C(=O)c1ccccc1)n1cc(Cl)ccc1=O (stereo not drawn),-2.0%,8%,2%,-0.5%,-1%,0.5%,-6%,15%,-2%,
O=C(O)c1cccnc1SC1CC(=O)N(c2cccc(C(F)(F)F)c2)C1=O (stereo not drawn),-3.5%,2%,3%,0.2%,3%,1.3%,-15%,-2%,0%,
O=C(c1ccc([N+](=O)[O-])cc1)N(C1=NCCCCS1)c1ccccc1,0.0%,4%,1%,0.0%,0%,0.4%,6%,3%,-2%,
COc1ccccc1-c1nc(C(N)=O)c2[nH]c(=O)n(-c3cccc(C)c3)c2n1,-0.9%,27%,13%,0.4%,-13%,5.2%,5%,9%,0%,
O=C(COc1cccc(F)c1)N[C@@H](Cc1ccccc1)c1nc2ccccc2[nH]1,-1.5%,4%,1%,-1.9%,2%,2.1%,-6%,19%,0%,
CC1Cc2ccccc2N1C(=O)CSc1nnc2c(n1)[nH]c1ccccc12 (stereo not drawn),3.7%,-1%,8%,0.1%,-6%,1.9%,-7%,5%,9%,
O=C(NNC(=O)c1cccs1)c1ccc(Cl)nc1,·,6%,3%,·,·,0.0%,·,-9%,-5%,
Nc1ccc(NC(=O)Nc2ccc(N)cc2)cc1,·,?,?,0.9%,1%,0.2%,9%,-5%,-1%,
Cn1c(SCC(=O)Nc2ncc(C(F)(F)F)cc2Cl)nnc1-c1ccc(Cl)cc1,-0.6%,8%,8%,0.8%,-1%,5.3%,3%,3%,-9%,
N#CCOC(=O)C1CSC2(c3ccc(Br)cc3)CCC(=O)N12 (stereo not drawn),-0.5%,12%,1%,-0.3%,-2%,0.9%,7%,2%,-14%,
CNC(=O)c1ccccc1F,0.3%,2%,10%,0.3%,-3%,3.2%,-10%,2%,1%,
COc1ccc(-n2ncc3c2CC(C)(C)CC3NC(=O)c2ocnc2C)cc1 (stereo not drawn),·,-1%,7%,-0.5%,-11%,2.4%,0%,4%,-5%,
